Screening data as filed in PubChem BioAssay.
Nrf2 activator: activators of Nrf2 (ARE) signaling; AREc32 ARE-luciferase reporter (MCF7-derived line), luminescence, 24 h; Potency, µM (highest dose often 46.1 µM), inactives show at the highest dose activation, hits mostly activators; 0.31% of 410,000 active; further: potency means the concentration at half of the fitted maximal effect; % of control where 0% means no effect; nearly all actives have a fitted effect of over 65% in size
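Cells of the AREc32 ARE-luciferase line are plated in OPTI-MEM containing 5% FBS and left overnight at 37 deg C. Compounds are pinned in, incubation continues 24 hr, and firefly luciferase signal is then measured.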
Mm-Cpn inhibitor: M. maripaludis TRiC chaperonin inhibition. purified Mm-Cpn ATPase, ADP Transcreener TR-FRET. Potency, µM (doses to about 76.9 µM), inactives show at the highest dose activity, negative = inhibition, actives largely listed as inhibitors. 0.031% of 330,000 active. AID 504842; further: potency means the concentration at half of the fitted maximal effect; on the % scale 0 is the no-effect control and ±100 the full control effect; nearly all actives have a fitted effect of over 80% in size
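25 nM Mm-CPN + cpd, 10 min 37°C; + 10 uM ATP, 30 min 37°C; buffer 30 mM Tris pH 7.4, 100 mM KCl, 5 mM MgCl2, 1 mM DTT; Transcreener ADP HTRF detection 30 min RT.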
Nrf2 inh: blocks Nrf2 signaling | A549 ARE-Fluc reporter, luciferase luminescence, 18-24 h | Potency, µM (titrated, usually from 46 µM), inactives show at the top dose activity change, negative = inhibition, actives largely listed as inhibitors | 2.1% of 360,000 active; further: potency means the concentration at half of the fitted maximal effect; on the % scale 0 is the no-effect control and ±100 the full control effect; nearly all actives have a fitted effect of over 60% in size
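Quantitative HTS in A549 cells stably bearing an antioxidant response element-firefly luciferase construct. Inhibition of Nrf2-driven transcription was scored by luminescence after 18-24 h of compound exposure at 37 °C.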
ATXN viability: reduces viability in counter-screen for ATXN expression inhibitors; S2 cells (HEK-293 line with an ATXN2-luciferase reporter) viability, CellTiter-Fluor protease fluorescence, 24 h; Potency, µM (highest dose often 56.7 µM), actives largely listed as cytotoxic; 0.49% of 400,000 active; AID 651635; further: potency means the concentration at half of the fitted maximal effect; nearly all actives have a fitted effect of over 40% in size
TGFb SMAD3 inh: inhibitors of TGF-b signaling | HepG2 CAGA-GFP TGF-b/SMAD3 reporter, GFP fluorescence, 18 h; TGF-beta stimulated, 500 pg/mL final | 1.2% of 410,000 active | AID 588855 | Potency, µM (titrated, usually from 46.1 µM), inactives show top-dose activity, negative = inhibition, hits mostly inhibitors; further: potency means the concentration at half of the fitted maximal effect; on the % scale 0 is the no-effect control and ±100 the full control effect; nearly all actives have a fitted effect of over 65% in size
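Cell-based qHTS in HEPG2 carrying a CAGA-GFP Smad reporter; compounds added before 500 pg/mL final TGF-beta, 18 h incubation at 37 degrees C, GFP fluorescence quantified per cell by imaging cytometry.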
A549 tox: counter-screen for Nrf2 inhibitors: cytotoxicity in A549 cells; Potency, µM (highest dose often 46 µM), without a hit: at the highest dose activity change, negative = cytotoxicity, usual class: inhibitors; A549 ARE-Fluc cells, CellTiter-Fluor viability, 18-24 h; AID 504648; 0.16% of 390,000 active; further: potency means the concentration at half of the fitted maximal effect; on the % scale 0 is the no-effect control and ±100 the full control effect
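A549 ARE_Fluc cells in 5% FBS OPTI-MEM were exposed to compounds in concentration-response for 18-24 h at 37 deg C. Viability was read by CellTiter-Fluor fluorescence (Ex 405/Em 525) after 30 min, before the luciferase read.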
CCT modulator: changes cytosolic chaperonin activity | purified chaperonin ATPase assay, HTRF ADP detection, 30 min | activity change, % (test concentration not listed), hits read low | 0.3% of 360,000 active | AID 651819; in the data active means activity change below about -30%; further: on the % scale 0 is the no-effect control and ±100 the full control effect
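Nucleotide hydrolysis assay: TRiC at 20–40 nM final (set by batch activity) with 10 uM ATP, 30 min at 37 °C, in presence of 76 uM compound. Detection by competitive ADP HTRF, 30 min ambient.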
pAkt inh: inhibitors of Akt phosphorylation; 0.32% of 360,000 active; Neuro2A IGF-stimulated pAkt S473 HTRF, 20 min; stronger effect = lower value; AID 651550; activity change, % for hits at 50 µM; in the data active means activity change below about -80%; inconclusive means mostly about -51% to -80%; further: on the % scale 0 is the no-effect control and ±100 the full control effect
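Single-point screen (50 µM final compound) in Neuro2A cells stimulated 20 min with 6 nM IGF at 37 deg C. After lysis, Ser473-phosphorylated Akt read by HTRF (ex 330 nm, em 615/665 nm) as the 665/615 ratio.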
HepG2 tox: HepG2 cytotoxicity, counter-screen for TGF-b inhibitors; HepG2 CAGA-GFP viability, ATP luminescence, 18 h; Potency, µM (highest dose often 46.1 µM), for the others: at the highest dose activity change, negative = cytotoxicity, actives largely listed as cytotoxic; 0.76% of 410,000 active; AID 588856; further: potency means the concentration at half of the fitted maximal effect; some results filed as inactive show a strong effect at the top dose
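CellTiter-Glo luminescence gave cytotoxicity after 18 hours at 37 degrees C. The cells were HepG2 CAGA-GFP in 1% FBS DMEM, stimulated with 500 pg/mL TGF-beta after compound addition. %Activity was normalised to no-cell wells (complete cell-killing) and DMSO (no toxicity), and curves were fitted and classified.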
* hit, by the source's call; i = inactive; ? = inconclusive; . = not tested or not shown; & = joins results of further samples; [ ] = dose if it differs, or a comment. Unless noted, the call rests on the fitted dose curve; in most records, active means well fitted curve in the direction sought with a large enough effect; inconclusive means small, poorly fitted or top-dose-only effect, or another doubt; inactive means no such curve, though single readings can be large; an effect the other way counts as inactive or inconclusive. This is a random part of the collection; any-hit rate near 4.4%.

SMILES	Nrf2 activator	Mm-Cpn inhibitor	Nrf2 inh	ATXN viability	TGFb SMAD3 inh	A549 tox	CCT modulator	pAkt inh	HepG2 tox
CCOC(=O)C1CCN(S(=O)(=O)c2ccc(OC)c(Cl)c2Cl)CC1	-0.4%	-1%	-9%	i	44%[activator]	5%	1.2	i	7%
O=C(O)C(Sc1ccncn1)c1ccccc1 (stereo unspecified)	0.0%	3%	-15%	i	2%	-2%	-1.8	i	-15%
CCCNC(=O)Cn1nc(C(F)(F)F)cc1C	-0.7%	0%	3%	i	2%	0%	0.4	i	-7%
CC(C)CCN1C(=O)N(c2ccccc2)C(=O)C1CC(=O)Nc1ccc(Cl)cc1 (stereo unspecified)	0.3%	.	.	.	?	0%	.	.	-47%
CCC1COCCS(=O)(=O)N1Cc1ccc(C)cc1 (stereo unspecified)	-1.3%	2%	-15%	i	6%&-3%	1%	-1.1	i	2%&-11%
CCOC(=O)c1cccc(NC(=O)CC2C(=O)N(c3ccc(Cl)cc3)C(=O)N2C2CCCC2)c1 (stereo unspecified)	-0.8%	.	-15%	.	?	?	.	.	-36%
COc1ccc(CN2CCN(C(=O)CC(C)C)CC2)c(OC)c1OC	0.2%	0%	?	i	12%	-14%	0.6	i	11%
Cc1cc(N2CC34C=CC(O3)C(C(=O)O)C4C2=O)no1 (stereo unspecified)	0.1%	1%	21%	i	?	10%	1.8	i	0%
CCOC(=O)c1c(S(=O)(=O)N2CCC(C(=O)N3CCN(c4cccc(C)c4C)CC3)CC2)c(C)n(C)c1C	-0.8%	.	.	?	?	-18%	.	.	-14%
CN(C)/C=C/C(=O)c1ccccc1F	2.4%	-1%	1%	.	-27%	-11%	-1.2	.	-35%
COc1cccc(OC)c1C(=O)N1CCN(S(=O)(=O)c2ccccc2)CC1	-0.6%	-2%	7%	i	-16%	-2%	-0.4	i	5%
COc1cc(NCC(=O)Nc2cccc(S(=O)(=O)N3CCCCC3)c2)cc(OC)c1OC	-0.2%	-3%	-30%	i	-4%	-12%	0.6	i	2%
Cc1nnc(NC(=O)c2oc3c(ccc4ccccc43)c2C)s1	12%	-1%	7%	i	-1%	8%	-1.9	i	-25%
CCOc1cc2c(cc1O)C(=NO)CC1C2CCC2(C)C(O)CCC12 (stereo unspecified)	2.3%	.	?	?	?	-19%	1.7	i	3%
Cc1nc2ccc(NC(=O)N3CCC(c4ccccc4)C3)cc2nc1C (stereo unspecified)	-0.6%	1%	-21%	i	2%	-3%	-4.7	i	-5%
COc1cccc(S(=O)(=O)Nc2ccc(C(O)(C(F)(F)F)C(F)(F)F)cc2)c1	3.8%	.	.	?	?	.	-1.0	i	-37%
CCOC(=O)c1c(CN2CCN(c3ccccc3)CC2)oc2ccc(O)cc12	0.1%	4%	-2%	i	-13%	-10%	0.4	i	-3%
COc1ccc(/C=C/C(=O)c2cc(Br)ccc2O)cc1OC	3.3%	-3%	-21%	i	-6%	1%	-6.8	i	-31%
Cc1ccc(C(C(=O)NCc2ccccc2)N(Cc2cccs2)C(=O)c2ccc3c(c2)OCCO3)cc1 (stereo unspecified)	0.1%	0%	?	i	-6%	?	0.3	i	-12%
COc1ccccc1NC(C)=O	0.4%	0%	10%	i	6%	-1%	-0.4	i	34%
CC(=O)NC(=O)Nc1sc(=S)n(C)c1C	0.2%	-1%	-18%	i	3%	5%	3.0	i	10%
Cc1ccccc1-n1c(SCC(=O)N/N=C/c2sccc2C)nc2ccccc2c1=O	2.1%	0%	18%	?	1%	-1%	1.3	i	8%
COCCNC(=O)C1(C)Cc2c(-c3ccc(N(C)C)cc3)ccnc2O1 (stereo unspecified)	0.3%	.	.	i	0%	.	-1.5	i	-28%
O=C(c1ccccc1Cc1ccccc1)N1CCN(S(=O)(=O)c2ccccc2)CC1	3.8%	-4%	0%	i	12%	2%	0.5	i	-21%
CCc1ccc(OCC(=O)N2CCc3ccccc32)cc1	4.2%	0%	?	i	15%	-16%	-1.1	i	1%
Continued.
SMILES	Nrf2 activator	Mm-Cpn inhibitor	Nrf2 inh	ATXN viability	TGFb SMAD3 inh	A549 tox	CCT modulator	pAkt inh	HepG2 tox
COC(=O)c1ccc(OC(=O)N2CCOCC2)cc1	0.0%	0%	7%	i	2%	5%	0.5	i	-2%
Cc1ccc(/C=c2/sc3nnc(-c4ccccc4Cl)n3c2=O)o1	5.2%	-1%	6%	i	-1%	7%	-0.8	i	5%
COc1ccccc1OCC(=O)OCC(=O)Nc1sccc1C(N)=O	-0.5%	-13%	6%	i	-6%	-3%	-1.1	i	6%
Cc1cc(/C([O-])=C(/C(=S)Nc2ccc(F)cc2)[n+]2ccccc2)c(C)n1-c1ccc(F)cc1	11%	-4%	11%	i	-1%	-21%	0.8	i	-19%
Cc1ccnc(NS(=O)(=O)Cc2ccccc2)c1	0.3%	-2%	15%	i	-1%	1%	-0.8	i	-5%
CN(C)c1ccnc2sc3c(=O)n(Cc4ccccc4)cnc3c12	-0.4%	3%	.	?	-19%	1%	-1.6	.	0%
Cc1c(C(=O)Nc2cc(F)ccc2F)sc2nc3n(c(=O)c12)CCCCC3	-0.5%	-25%	4%	i	8%	0%	-1.4	i	-7%
Cc1nc(NC(=O)c2ccc(F)cc2)sc1C(=O)Nc1ccc2c(c1)CCC2	2.2%	-1%	-23%	i	-2%	-5%	-3.1	i	-26%
N#C/C(=C\c1ccncc1)c1ccccn1	4.9%	1%	-28%	i	-1%	0%	1.0	i	-14%
CCOC(=O)c1cc2c(=O)n3ccccc3nc2n(Cc2ccco2)c1=NC(=O)c1cccnc1	7.7%	-2%	29%	.	-4%	?	2.1	i	7%
COc1cccc(COC(=O)C2CC(=O)N(Cc3ccccc3)C2)c1OC (stereo unspecified)	-0.1%	.	.	i	2%	.	0.8	i	1%
Cc1cccc(C(=O)N2CCC(=O)N([C@H](COCc3ccccc3)Cc3ccccc3)CC2)c1	-0.4%	.	.	?	.	.	-1.7	i	.
Cc1cnc(C(=O)N2CCCC(N3CCN(c4ccccc4F)CC3)C2)cn1 (stereo unspecified)	0.2%	-1%	?	i	-8%	7%	-3.1	i	4%
Nc1c(C(=O)c2ccccc2)sc2c1c(=O)[nH]c(=O)n2-c1ccccc1	3.8%	0%	6%	i	?	0%	2.0	i	-19%
CC1CN(CC(=O)c2c(N)n(Cc3ccccc3)c(=O)n(C)c2=O)CC(C)O1 (stereo unspecified)	-0.7%	-1%	-19%	i	-2%	0%	-8.9	i	-1%
COc1cc(SC)ccc1C(=O)Nc1ccc2ncccc2c1	-0.5%	-13%	?	i	1%	-5%	0.3	i	5%
CN1CCN(C(=O)c2cnn(-c3ccccc3)c2NC(=O)c2ccccc2Br)CC1	-0.5%	-1%	2%	i	11%	-2%	1.3	i	20%
CC(C)[C@H](NC(=O)c1ccco1)C(=O)OCC(=O)Nc1ccc(Cl)c(S(=O)(=O)N(C)C)c1	-0.5%	1%	-3%	i	-20%	-2%	-3.3	i	-9%
COc1ccc(OC)c(CNC(=O)c2cc3c(Cl)nc4ccccc4c3s2)c1	-0.6%	.	1%	i	-19%	-2%	.	.	-8%
Cc1cccc(C)c1NC(=O)C(NC(=O)c1ccccn1)c1ccccc1[N+](=O)[O-] (stereo unspecified)	-0.2%	-1%	9%	i	-3%	-9%	-1.1	i	-4%
CCOC(=O)c1cc2cc(OC)ccc2n1C1CCN(C)CC1	-0.3%	.	.	?	.	.	-1.0	i	.
O=C(c1ccc2c(c1)OCO2)N1CCN(c2ncccn2)CC1	-0.3%	0%	4%	i	-23%	9%	-0.1	i	-12%
CCOc1ccc(-n2cc(C(=O)Nc3ccccc3OCC)c3cc(OC)c(OC)cc3c2=O)cc1	0.4%	.	?	i	43%	13%	.	.	13%
Cn1cccc1CC(=O)N/N=C/c1ccc(Cl)c([N+](=O)[O-])c1	?	0%	-3%	?	?	-1%	-1.0	i	-43%

3 structures out of the list, ordered by SMILES length, high to low:
SMILES	Nrf2 activator	Mm-Cpn inhibitor	Nrf2 inh	ATXN viability	TGFb SMAD3 inh	A549 tox	CCT modulator	pAkt inh	HepG2 tox
CC(C)[C@H](NC(=O)c1ccco1)C(=O)OCC(=O)Nc1ccc(Cl)c(S(=O)(=O)N(C)C)c1	-0.5%	1%	-3%	i	-20%	-2%	-3.3	i	-9%
O=C(c1ccc2c(c1)OCO2)N1CCN(c2ncccn2)CC1	-0.3%	0%	4%	i	-23%	9%	-0.1	i	-12%
COC(=O)c1ccc(OC(=O)N2CCOCC2)cc1	0.0%	0%	7%	i	2%	5%	0.5	i	-2%

Reprinted at random: five entries already listed.
SMILES	Nrf2 activator	Mm-Cpn inhibitor	Nrf2 inh	ATXN viability	TGFb SMAD3 inh	A549 tox	CCT modulator	pAkt inh	HepG2 tox
COc1ccc(OC)c(CNC(=O)c2cc3c(Cl)nc4ccccc4c3s2)c1	-0.6%	.	1%	i	-19%	-2%	.	.	-8%
COC(=O)c1ccc(OC(=O)N2CCOCC2)cc1	0.0%	0%	7%	i	2%	5%	0.5	i	-2%
Cc1cccc(C)c1NC(=O)C(NC(=O)c1ccccn1)c1ccccc1[N+](=O)[O-] (stereo unspecified)	-0.2%	-1%	9%	i	-3%	-9%	-1.1	i	-4%
COc1cccc(COC(=O)C2CC(=O)N(Cc3ccccc3)C2)c1OC (stereo unspecified)	-0.1%	.	.	i	2%	.	0.8	i	1%
CCOc1ccc(-n2cc(C(=O)Nc3ccccc3OCC)c3cc(OC)c(OC)cc3c2=O)cc1	0.4%	.	?	i	43%	13%	.	.	13%
